# MC4R antagonist: human MC4R antagonism in cAMP assay; P32245; MC4R-expressing cells, MTII-stimulated cAMP, LANCE TR-FRET; inhibition, % at 6.5 µM; 360,000 compounds, 0.48% hits; AID 540295;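 active = inhibition above its plate's cutoff, the mean of tested wells on that plate plus 3 SD, cut at about 29% in these data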;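 also: 0% = Melanotan II alone and 100% = Melanotan II plus saturating MCL0020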
#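 Assay system: human MC4R-expressing U2OS cells; reagent: Melanotan II stimulation of cells; dosing: 6.5 µM single dose; timing: compound 30 min, challenge 1 h, detection 1 h; signal: TR-FRET cAMP assay; replicates: one well per compound, no replicates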
# SRC2 inh: human SRC2 (NCOA2) inhibition | HEK293 GAL4-SRC2 luciferase reporter, luminescence | inhibition, % at 9 µM | 370,000 compounds, 0.17% hits | AID 651957;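 active = inhibition above the mean inhibition of all tested compounds plus 3 SD, set per campaign, cut at about 52% in these data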;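 also: 0% = DMSO treated cells and 100% = cells given Gossypol at 36 µM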
# TLR9-MyD88 inh: TLR9-MyD88 interaction inhibition. CHO BLA complementation TLR9-MyD88, CCF4 FRET ratio. 340,000 compounds, 0.21% hits. Q9NR96+Q99836. inhibition, % at 4.98 µM;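 active = inhibition above the mean over all tested compounds plus 3 SD, cut at about 21% in these data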;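 also: 0% = DMSO only wells and 100% = clavulanate BLA inhibitor control wells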
# HTR2A ag: agonists of mouse serotonin 5-HT2A receptor (HTR2A). P35363. activation, % at 7.6 µM. CHO-K1 mHTR2A beta-arrestin complementation, luminescence; percent of 30 µM serotonin response. 360,000 compounds, 0.66% hits;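 active = activation above a run cutoff, the mean activation of all tested compounds plus 3 SD, cut at about 14% in these data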;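 also: 0% = plate median of compound wells and 100% = 30 µM serotonin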
# MC4R barr agon: agonists of human melanocortin 4 receptor (MC4R) beta-arrestin | 360,000 compounds, 0.98% hits | activation, % at 8.9 µM | AID 540308 | U2OS MC4R beta-arrestin complementation, luminescence; percent of melanotan II response, DMSO zero | P32245;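 active = activation above a per-plate cutoff, the mean activation of sample wells on that plate plus 3 SD, cut at about 8% in these data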
# NOD2 RIPK2 PPI: NOD2-RIPK2 protein interaction inhibition | CHO BLA complementation NOD2-RIPK2, CCF4 ratio | inhibition, % at 4.98 µM | 360,000 compounds, 0.38% hits; in the data active = inhibition above about 21%;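 also: 0% = vehicle only and 100% = reference blocker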
# ABCB6 inh 2: inhibitors of human ABC transporter ABCB6; Q9NP58; AID 602162; 360,000 compounds, 0.19% hits; K562-ABCB6 porphyrin accumulation, flow cytometry, 1 h; hits give low values; fluorescence ratio to DMSO, % at 10 µM;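 active = fluorescence ratio to DMSO below 75%, the collection mean minus 3 SD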;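 also: signal is porphyrin accumulated inside mitochondria; 100% equals median channel fluorescence of DMSO control wells; lower ratio means ABCB6 inhibition with less porphyrin fluorescence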
# Target sequence (Q9NP58 whole entry, looked up): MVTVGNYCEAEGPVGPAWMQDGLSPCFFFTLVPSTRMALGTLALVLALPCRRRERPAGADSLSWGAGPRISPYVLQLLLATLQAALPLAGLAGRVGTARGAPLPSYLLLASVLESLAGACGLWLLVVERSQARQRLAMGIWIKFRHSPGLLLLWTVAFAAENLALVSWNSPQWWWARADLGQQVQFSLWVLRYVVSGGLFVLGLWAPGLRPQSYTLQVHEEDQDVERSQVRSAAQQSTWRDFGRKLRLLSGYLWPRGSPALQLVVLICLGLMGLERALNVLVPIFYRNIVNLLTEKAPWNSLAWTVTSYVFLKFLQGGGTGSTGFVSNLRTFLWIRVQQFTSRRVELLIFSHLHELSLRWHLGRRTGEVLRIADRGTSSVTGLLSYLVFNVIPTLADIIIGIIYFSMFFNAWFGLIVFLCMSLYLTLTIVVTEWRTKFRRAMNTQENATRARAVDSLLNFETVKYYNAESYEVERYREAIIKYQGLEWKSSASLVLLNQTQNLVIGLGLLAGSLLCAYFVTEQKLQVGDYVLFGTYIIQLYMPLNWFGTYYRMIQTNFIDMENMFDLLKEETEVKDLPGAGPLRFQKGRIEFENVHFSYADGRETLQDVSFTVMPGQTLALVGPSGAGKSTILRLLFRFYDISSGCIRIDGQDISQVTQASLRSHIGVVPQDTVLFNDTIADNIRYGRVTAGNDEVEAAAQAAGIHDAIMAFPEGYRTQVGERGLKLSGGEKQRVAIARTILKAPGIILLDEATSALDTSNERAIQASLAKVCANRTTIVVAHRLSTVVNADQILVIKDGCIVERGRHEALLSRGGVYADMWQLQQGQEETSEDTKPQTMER
# Cardio protect: protects H9c2 cardiomyocytes from peroxide injury | AID 588492 | H2O2 injury protection, ATPLite, 2 h | protection from H2O2 cell death, % at 20 µM | 360,000 compounds, 0.63% hits;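 active = compounds giving at least 50% protection of heart cells from peroxide-induced death in the single-dose screen, raw or plate-pattern-corrected value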;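 also: 0% = DMSO wells with peroxide and 100% = DMSO wells without peroxide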
# ABHD5-PLIN5 inh: inhibitors of human ABHD5-perilipin-5 interaction | Q00G26+Q8WTS1 | Split G. princeps luciferase complementation, luminescence, 4 h | inhibition, % at 4 µM | 360,000 compounds, 0.78% hits;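 active = inhibition above the mean inhibition across every tested compound plus 3 SD, cut at about 22% in these data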;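 also: 0% = DMSO only wells and the 100% control is not disclosed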
# Glyco luc inh: N-linked glycosylation inhibition | reporter increase, % at 12.5 µM | 360,000 compounds, 0.23% hits | D54 ERlucT glycosylation luciferase reporter, 24 h; percent of 100 nM tunicamycin response;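 active = mean luciferase reporter signal, scaled so untreated is 0 and the glycosylation-blocking control 100, at or above a set limit in every replicate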;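 also: luciferase carries N-glycosylation sites so blocking glycosylation raises the light; 0% = median of neutral control wells and 100% = median of 100 nM tunicamycin wells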
# The depositor's hits bear a star; · = no result given. The list is partial. The share of hits here may be higher or lower than overall.
SMILES,MC4R antagonist,SRC2 inh,TLR9-MyD88 inh,HTR2A ag,MC4R barr agon,NOD2 RIPK2 PPI,ABCB6 inh 2,Cardio protect,ABHD5-PLIN5 inh,Glyco luc inh
O=C(O)CSc1nnc2c(n1)[nH]c1ccccc12,0,4,-9,0,-4.8,-10,105,7,2,3
CC[n+]1cccc(-c2nc3ccccc3s2)c1,2,45,-4,3,-2.7,8,98,-2,2,-2
O=C(/C=C/c1ccc(F)cc1)c1ccccc1Br,2,-11,7,3,1.0,3,99,-7,56*,21
CC(C)(C)SCCNC(=O)CSc1ccccc1,4,-41,1,4,-0.4,2,97,0,5,-2
Fc1ccc(/C=N/n2c(C3CCCCC3)n[nH]c2=S)cc1,-3,12,1,3,4.3,6,99,-3,-2,0
O=[N+]([O-])c1ccc(NC(=S)NCCc2ccc(Cl)cc2)cc1,8,4,-3,-9,1.8,4,108,-33,-9,-8
CC1(C(=O)NCc2ccccc2)CN(S(C)(=O)=O)CC(=O)N1C1CCN(Cc2ccccc2)CC1 (stereo not given),·,-3,·,2,·,-1,·,·,3,·
Cc1cc(NCC2CCCO2)n2c(nc3ccccc32)c1C#N (stereo not given),-4,2,8,-3,-1.9,-7,94,-1,0,3
COc1cc(NC(=O)c2c(Cl)cnn2C)c(OC)cc1Cl,1,-2,3,0,1.5,-2,102,-10,0,1
O=C(C1CC(=O)N(c2ccc(F)c(Cl)c2)C1)N1CCOCC1 (stereo not given),7,-26,-4,3,-0.9,-5,100,-3,6,1
Cc1ccc(NC(=O)c2ccccc2NC(=O)Cc2ccccc2)cc1,-4,-12,-7,-6,-0.4,-11,107,-5,-2,-2
CC12CC3OC3CC1CCC1C2CCC2(C)C1CCC21OCCO1 (stereo not given),-6,-15,1,-1,1.5,-12,94,-7,0,-1
Oc1c(Br)cc(Br)cc1/C=N/Nc1ccc(Cl)nn1,0,-12,6,5,-0.5,-1,97,37,-6,-10
COCc1cccc(NC(=O)Cc2cccc3ccccc23)c1,2,11,-3,-1,0.3,-5,90,-3,-7,-3
O=C(O)c1cc(NC(=O)c2ccccc2[N+](=O)[O-])ccc1O,-3,0,3,2,0.4,-2,91,0,5,2
COc1ccc(NC(=S)NN2CCN(C)CC2)cc1OC,10,-17,-3,6,1.0,4,104,0,-4,-1
CNC(=O)COc1ccc(S(=O)(=O)Nc2ccccc2)cc1,25,-6,-10,-1,-1.7,-9,105,7,-3,2
CCn1cc(C(=O)OCC(=O)c2cc(C)n(-c3cccc(C(F)(F)F)c3)c2C)c(=O)c2ccc(C)nc21,1,-5,14,-1,1.9,-9,100,-13,7,-1
Cc1cccc(N2CCN(C(=O)C3CCN(S(=O)(=O)c4cnc[nH]4)CC3)CC2)c1C,23,16,-22,2,-0.8,-7,93,-14,2,4
O=C(NC1CC2CCCC(C1)N2S(=O)(=O)c1ccccc1)c1ccco1 (stereo not given),12,1,-15,-2,0.5,-5,101,-1,-2,1
Cc1cc(NC(=O)CCC(=O)N(c2ccccc2C)C(C(=O)NC2CCCC2)c2ccccc2)no1 (stereo not given),4,-34,-10,4,-0.7,-22,94,7,4,-1
CNS(=O)(=O)c1cccc(C(=O)NNC(=O)c2ccc(COc3ccccc3)cc2)c1,-7,2,-11,2,-1.4,-11,92,-2,1,-2
Cc1ccccc1N1C(=O)CC1(C#N)c1ccc(OCc2ccccc2)cc1 (stereo not given),11,8,1,-4,1.9,-2,98,-24,1,-5
CCCSc1nc2sc3c(c2c(=O)[nH]1)CC(C)CC3 (stereo not given),3,5,1,4,-2.2,3,102,1,1,0
CC(c1nnc(SCC(=O)c2c(N)n(C)c(=O)n(C)c2=O)n1-c1ccc(Cl)cc1)N(C)C (stereo not given),17,0,0,-1,-0.7,-6,100,2,-6,1
COc1cccc(C(=O)NC(=S)Nc2cccnc2)c1,6,-36,2,5,-2.4,-2,90,-2,4,-1
CCn1nc2cc(C(=O)NCCc3cccs3)ccc2c1OC,9,-74,12,3,-1.0,-6,99,-8,10,-9
O=C(CC1C=CCC1)Nc1ccccc1 (stereo not given),-2,-18,-9,1,-1.6,0,101,3,3,1
COc1cccc(-n2c(Cn3nc(C(F)F)cc3C(F)F)n[nH]c2=S)c1,2,-4,-8,-2,-2.5,2,101,1,-1,3
COC(=O)c1ccc(OCC2NCCc3cc(OC)c(OC)cc32)cc1 (stereo not given),3,·,-4,-5,-1.5,-6,100,4,6,0
O=C(NCC1CCCO1)c1ccc2c(c1)N(Cc1ccc(Cl)cc1)CCS2 (stereo not given),12,7,2,-5,-0.6,2,93,-2,7,-2
CC(=O)Nc1ccc(NC(=O)Cc2sc(-c3cccnc3)nc2-c2ccc(C)cc2)cc1,3,26,3,-5,-3.9,-4,100,26,9,0
NC(=O)CC(NC(=O)Cc1ccc(Br)cc1)c1ccc(N2CCc3ccccc3C2)c([N+](=O)[O-])c1 (stereo not given),6,9,9,-7,-3.6,-6,89,2,-2,-1
Cc1cc(C)n2nc(C(=O)OCCOc3ccc(F)cc3)nc2n1,16,4,1,1,-3.2,-1,111,13,9,1
COC(=O)c1ccccc1NC(=O)CCCN1C(=O)C(c2ccccc2)Oc2cccnc21 (stereo not given),5,-10,-4,-3,-2.4,11,96,-6,-1,-1
Cc1c(C(=O)Nc2ccccc2)c2ccc(C(F)(F)F)cc2n1O,2,-8,·,4,-2.3,34*,95,-12,-7,2
CC1CCCC(C)N1CCCNC(=O)C1CCCN(S(=O)(=O)N2CCCCC2)C1 (stereo not given),5,-5,-7,-1,1.3,2,100,3,13,0
Fc1ccccc1-c1nc(-c2cnccc2C(F)(F)F)no1,0,9,8,2,-0.6,-8,99,-1,4,-7
CCN(Cc1ccncc1)Cc1nc(CC2CC2)no1,19,12,-2,-3,-1.5,-2,102,-5,-4,0
Cc1ccc(C2=CSC3=NCCN23)c(C)c1,-2,8,2,-4,-1.1,-4,104,1,-9,0

# One compound at a time, as listed above. Order of screens: MC4R antagonist, SRC2 inh, TLR9-MyD88 inh, HTR2A ag, MC4R barr agon, NOD2 RIPK2 PPI, ABCB6 inh 2, Cardio protect, ABHD5-PLIN5 inh, Glyco luc inh
# Listed for Cc1c(C(=O)Nc2ccccc2)c2ccc(C(F)(F)F)cc2n1O → 2, -8, ·, 4, -2.3, 34*, 95, -12, -7, 2
# Listed for CC(=O)Nc1ccc(NC(=O)Cc2sc(-c3cccnc3)nc2-c2ccc(C)cc2)cc1 → 3, 26, 3, -5, -3.9, -4, 100, 26, 9, 0
# Listed for Fc1ccccc1-c1nc(-c2cnccc2C(F)(F)F)no1 → 0, 9, 8, 2, -0.6, -8, 99, -1, 4, -7
# Listed for Cc1ccc(C2=CSC3=NCCN23)c(C)c1 → -2, 8, 2, -4, -1.1, -4, 104, 1, -9, 0
# Listed for Cc1cc(C)n2nc(C(=O)OCCOc3ccc(F)cc3)nc2n1 → 16, 4, 1, 1, -3.2, -1, 111, 13, 9, 1

# (cont.)
SMILES,MC4R antagonist,SRC2 inh,TLR9-MyD88 inh,HTR2A ag,MC4R barr agon,NOD2 RIPK2 PPI,ABCB6 inh 2,Cardio protect,ABHD5-PLIN5 inh,Glyco luc inh
Brc1ccc2c(c1)CNc1c(ncnc1N1CCOCC1)O2,-4,-5,-6,-4,2.5,-2,86,27,-1,-1
O=C(O)CC1S/C(=N\N=C/c2ccccc2)N(c2ccc(O)cc2)C1=O (stereo not given),-7,2,2,1,-1.4,-1,96,3,-4,0
CC(=O)N1CCC(=NNc2nc3ccccc3s2)CC1,-5,-45,6,5,-1.4,-2,99,-6,-3,0
Cc1csc(C2=C(O)CN(c3ccc4c(c3)OCCOCCOCCOCCO4)C2=N)n1,-2,2,1,8,0.9,-1,89,2,9,-3
Cc1ccc(CNC(=O)CSc2c3c(nc4cc(Cl)ccc24)CCCC3)o1,23,24,-9,4,-0.4,2,108,12,12,2
CC(C)=CCc1c(C)nc2ccccc2c1C(=O)O,0,1,1,1,1.1,-11,96,21,-5,4
CC(=O)Nc1ccc(C2CC(c3ccc(Cl)cc3)=NN2c2ccccc2)cc1 (stereo not given),8,-37,-16,-6,-1.1,4,90,-2,0,1
Cc1ccccc1-c1cccc([C@@H]2C[C@H]3[C@H](CON3C)CN2C)c1,-1,-8,9,0,-2.5,-8,97,-7,-5,1
Fc1ccc(-c2csc(N3CCC(c4ccccc4)C3)n2)cc1 (stereo not given),16,-51,4,10,0.7,-3,105,-25,4,-4
CC(C)(C)c1ccc(OCC(=O)Nc2ccncc2)c(Br)c1,-13,-12,-12,-5,2.3,3,96,-21,-4,34*
Cc1ccc(CNC(=O)C2CCC(=O)N(CCc3ccccc3)C2)s1 (stereo not given),-2,-2,-2,-3,-4.3,-7,96,-2,-2,2
CN(C)S(=O)(=O)c1cccc(CSCc2cccc(S(=O)(=O)N(C)C)c2)c1,1,1,-14,8,0.5,0,92,-17,2,-3
O=C(CSc1nnnn1C1CC1)Nc1cccc(S(=O)(=O)N2CCCC2)c1,2,-3,4,2,-1.4,-11,91,-12,-9,-1
CC1Cc2ccccc2N1S(=O)(=O)c1cccc(C(=O)N2CCN(c3ncccn3)CC2)c1 (stereo not given),-6,10,-5,-3,1.4,5,101,9,11,-12
COC(=O)[C@@H]1CCCN1C(=O)CCc1nnc(CCc2c[nH]c3ccccc23)o1,19,-1,-10,3,-3.6,-13,105,0,2,1
O=C(Cn1c(-c2cscn2)nc2ccccc21)Nc1ccc(Cl)cc1,16,11,-3,-8,3.0,1,105,-10,0,1
Cc1sc2ncnc(N3CCN(S(=O)(=O)c4ccccc4)CC3)c2c1C,15,·,-10,4,-3.9,1,83,-20,1,-1
Cc1ccccc1C(=O)N/N=C/c1ccc(Sc2ccccn2)o1,-9,4,-12,8,0.1,0,97,-11,6,-1
CCOc1ccc(N(CC(=O)NCCc2ccc(F)cc2)S(=O)(=O)c2ccccc2)cc1,2,-16,4,-9,-2.9,-7,83,12,-4,-3
C=C(C)Cn1c(CCNC(=O)C(C)(C)C)nc2ccccc21,1,-3,-7,1,3.3,1,100,-2,-6,1
C[C@@H]1CNC(=O)c2c(C(=O)N[C@@H](Cc3c[nH]c4ccccc34)C(=O)OC(C)(C)C)ncn21,-1,11,-8,-1,-1.3,5,99,43,-1,2
COc1ccc(C)cc1NC(=O)c1ccc(CN2CCN(c3ccccc3)CC2)cc1,0,13,0,36*,-0.5,-3,83,-6,-7,-6
CCCc1cc(=O)oc2c(CN3CCCC3)c(O)ccc12,8,-26,-11,3,-1.1,-3,94,6,1,-1
O=S(=O)(NCc1cccnc1)c1ccc(Cl)c(Cl)c1,3,12,5,-1,1.4,-4,104,0,1,-2
O=C1CCCC2=C1C1(CCCCC1)N=C(Nc1nc3ccccc3o1)N2,3,7,-3,1,-0.9,1,96,-10,4,47*
CCOC(=O)N1CCN(C2=C(NS(=O)(=O)c3ccc(Br)cc3)C(=O)c3ccccc3C2=O)CC1,-1,-44,-12,2,1.9,-9,100,-15,-22,0
COc1ccc(CCNc2ncnc3sc(C)cc23)cc1OC,7,36,-5,5,2.1,4,90,-17,0,-2

# Screening data (PubChem BioAssay)
